SUMO Mot1 rescue – yeast Mot1-301 growth rescue at high temperature, primary screen, SUMOylation pathway inhibitor project, S. cerevisiae, ATP luminescence, 38.5C; growth rescue, % at 18.8 µM; 320,000 compounds, 1% hits; S. cerevisiae Mot1-301 growth rescue; percent above DMSO median, 100 means doubled;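 active = every valid replicate shows activation above 250% relative to neutral control wells; inactive = the rest, any valid replicate at or below 250%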;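 also: OY570 slx delta 5 strain wells were the positive control but not used for scaling; some compounds called inactive have numbers as strong as hits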
PfHsp90 yeast 2 – growth inhibition of PfHsp90-expressing yeast, primary screen, antimalarial PfHsp90 inhibitor project, S. cerevisiae, BacTiter-Glo luminescence, single point, set 2; AID 504621, 2011; 310,000 compounds, 0.32% hits; BacTiter-Glo ATP, 48 h; yeast lacking PDR1 and PDR3 efflux regulators; inhibition, % at 9.4 µM;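 active = every replicate shows inhibition above about 80%, whatever the replicate mean, limit read from the data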;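 also: 0% = DMSO neutral controls and 100% = 20 µM radicicol positive controls; yeast relying on Plasmodium falciparum Hsp90 in place of its own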
PKA-R2B activ – activators of PKA-R2B holoenzyme, primary screen, biochemical, fluorescence polarization, Cy5-IP20, human. PKA-R2B holoenzyme dissociation; R2B truncated from residue 108, S112A mutant; 0% DMSO only, 100% 113 µM cGMP. AID 504700, 2011. activation, % at 11.4 µM. cAMP-dependent protein kinase catalytic subunit beta (Homo sapiens) + cAMP-dependent …. 340,000 compounds, 0.079% hits;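 active = activation above a cutoff set at the mean over all compounds plus 3 SD, cut at about 18% in these data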;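 also: higher means more holoenzyme dissociation and a rise in polarization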
Target sequence (P31323 whole entry, looked up, other chains not shown, the tested form may be a part): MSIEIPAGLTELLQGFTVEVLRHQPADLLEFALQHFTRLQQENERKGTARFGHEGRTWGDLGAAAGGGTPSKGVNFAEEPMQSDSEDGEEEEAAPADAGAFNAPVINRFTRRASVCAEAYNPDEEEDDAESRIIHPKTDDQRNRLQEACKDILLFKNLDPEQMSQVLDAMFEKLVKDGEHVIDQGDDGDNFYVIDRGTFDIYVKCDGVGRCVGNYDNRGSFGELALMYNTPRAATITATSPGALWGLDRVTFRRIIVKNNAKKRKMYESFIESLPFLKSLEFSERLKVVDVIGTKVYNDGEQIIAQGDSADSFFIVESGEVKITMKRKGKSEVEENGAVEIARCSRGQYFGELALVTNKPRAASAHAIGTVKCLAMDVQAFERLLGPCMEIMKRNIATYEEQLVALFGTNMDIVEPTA
PKA-R1A act – activators of PKA-R1A holoenzyme, primary screen, biochemical, fluorescence polarization, Cy5-IP20, bovine R1A, mouse PKAc; 340,000 compounds, 0.083% hits; PKA-R1A dissociation; scaled: DMSO 0%, 113 µM cGMP 100%; activation, % at 11.4 µM; cAMP-dependent protein kinase type I-alpha regulatory subunit (Bos taurus) + …;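 active = percent activation above the mean of all tested compounds plus 3 SD, cut at about 19% in these data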;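 also: higher means more PKAc released from R1A so a rise in polarization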
HTR5A inv ctr – HTR5A inverse agonists in luminescence cell assay, primary screen, counter-screen for OPRM1-OPRD1 heterodimer inverse agonist project, full-deck HTS | 5-hydroxytryptamine receptor 5A (Homo sapiens), P47898 | HTR5A cell line, inverse agonism | inhibition, % at 9.3 µM | 340,000 compounds, 0.083% hits; in the data active = inhibition mostly above about 23%, no sharp cut-off; inactive = mostly below about 18%;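 also: 0% = cells with DMSO and 100% = no-cell wells with DMSO; some compounds called inactive have numbers as strong as hits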
Target sequence (P47898 whole entry, looked up): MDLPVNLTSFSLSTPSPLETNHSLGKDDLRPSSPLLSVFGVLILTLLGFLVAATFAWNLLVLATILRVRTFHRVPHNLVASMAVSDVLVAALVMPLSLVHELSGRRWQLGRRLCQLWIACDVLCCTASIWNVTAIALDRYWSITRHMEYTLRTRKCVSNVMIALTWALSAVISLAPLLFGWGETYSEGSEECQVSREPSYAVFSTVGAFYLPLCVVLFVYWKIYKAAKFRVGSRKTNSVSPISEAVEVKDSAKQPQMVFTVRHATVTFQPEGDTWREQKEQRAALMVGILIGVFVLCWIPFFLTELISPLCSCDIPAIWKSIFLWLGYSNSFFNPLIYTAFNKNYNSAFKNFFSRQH
Ecoli viability – E. coli V3065 growth inhibition, primary screen, counter-screen for AddAB inhibitor project, absorbance, OD600; 330,000 compounds, 0.27% hits; AID 449728, 2010; inhibition, % at 11.9 µM; 18 h;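 active = inhibition above the campaign's mean inhibition across all tested compounds plus 3 SD, cut at about 9.9% in these data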;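 also: uninfected addAB+ strain grown without phage in ampicillin broth; 0% = DMSO wells and 100% = ciprofloxacin 0.95 µg/ml wells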
OPRM1-OPRD1 inv – inverse agonists of MOR-DOR heterodimerization, primary screen, cell-based, luminescence; Mu-type opioid receptor (Homo sapiens) + Delta-type opioid receptor (Homo sapiens), …; cell-based MOR-DOR heterodimer luminescence, inverse agonism; inhibition, % at 9.3 µM; 340,000 compounds, 0.21% hits; AID 504357, 2011; in the data active = inhibition above about 22%, passing the limit was not always enough;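 also: 0% = cells with DMSO and 100% = wells without cells with DMSO; values of inactives mirror those of a sister screen read the other way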
AddAB inh – growth inhibition of E. coli expressing H. pylori AddAB, primary screen, AddAB inhibitor project, absorbance. inhibition, % at 11.9 µM. 330,000 compounds, 0.29% hits. AID 435030, 2010; in the data active = inhibition above about 12%;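 also: 0% = vehicle wells of infected cells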
phage Ecoli inh – growth loss of phage-infected E. coli, primary screen, RecBCD inhibitor project, absorbance, with phage, HTS | inhibition, % at 11.9 µM | 360,000 compounds, 0.26% hits | AID 651602, 2012; in the data active = inhibition above about 11%
OPRM1-OPRD1 ag – agonists of OPRM1-OPRD1 heterodimerization, primary screen, cell-based, luminescence; Mu-type opioid receptor (Homo sapiens) + Delta-type opioid receptor (Homo sapiens), …; cells; activation, % at 9.3 µM; 340,000 compounds, 0.3% hits; AID 504326, 2011; in the data active = activation above about 18%;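 also: 0% = vehicle-treated cells and 100% = reference agonist; values of inactives mirror those of a sister screen read the other way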
Tat transport – E. coli Tat export inhibitors, primary screen, MC4100, TorA-mCherry reporter, fluorescence, single point | AID 488895, 2010 | 340,000 compounds, 0.036% hits | inhibition, % at 10 µM;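 active = mean replicate inhibition at least 50% and at least half of replicates individually reaching 50%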;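 also: exported cargo escapes ClpAP degradation while cytoplasmic cargo is degraded and loses fluorescence; 0% = median of neutral control wells and 100% = median of NaSCN control wells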
The depositor's hits bear a star; . = not tested or not shown.

SMILES | SUMO Mot1 rescue | PfHsp90 yeast 2 | PKA-R2B activ | PKA-R1A act | HTR5A inv ctr | Ecoli viability | OPRM1-OPRD1 inv | AddAB inh | phage Ecoli inh | OPRM1-OPRD1 ag | Tat transport
O=C(COc1ncnc2cc(Cl)ccc12)c1ccccc1 | -4 | 9 | 3 | -10 | 13 | 1.2 | 16 | 1.3 | 1.8 | -3.2 | 3
CCOC(=O)c1c(C)nc2sc(C(=O)Nc3ccc(C(C)=O)cc3)c(N)c2c1-c1ccc(OC)cc1 | -7 | -1 | -14 | -11 | -24 | -1.2 | 7 | 2.4 | 3.0 | -1.3 | -3
CC(C)(CNC(=O)CNC(=O)c1ccccc1F)N1CCOCC1 | 8 | -3 | -2 | -6 | -16 | -1.1 | 12 | -0.2 | 0.6 | -2.8 | 4
COc1ccc(C2CC(c3ccco3)n3ncnc3N2)cc1 (stereo unspecified) | 0 | -3 | -2 | -11 | 7 | 1.9 | 9 | 3.5 | 2.0 | -1.7 | 2
COCCNC(=O)c1ccc(NC(C)=O)cc1 | 7 | 0 | -8 | -12 | 26 | -0.3 | 14 | -0.2 | 1.4 | -2.4 | 1
O=C(COC(=O)/C=C/c1ccc([N+](=O)[O-])cc1)Nc1ccc(F)cc1 | 8 | -24 | -9 | -9 | -10 | -0.2 | -13 | 1.3 | 2.0 | 2.9 | -11
O=C(c1ccccc1)N1CCN(c2ncccn2)CC1 | 18 | 1 | 4 | 4 | -15 | -2.3 | 1 | -3.4 | 0.9 | -0.2 | -13
COc1cc(NC(=O)c2cc3ccccc3cc2O)c(OC)cc1Cl | 7 | -6 | -9 | -1 | -7 | 2.2 | -10 | 0.4 | 1.8 | 2.2 | -1
CNc1ccc(Oc2c(F)c(F)nc(F)c2F)cc1 | 100 | -34 | -4 | 0 | 3 | 1.2 | 3 | -0.7 | 3.8 | -0.6 | 2
COc1cc(CN2CCCN(C)CC2)c([N+](=O)[O-])cc1OC | 3 | 1 | -3 | -1 | 6 | -1.4 | 15 | 1.3 | -3.1 | -2.9 | -4
Cc1ccc(C(=O)Nc2ccc3c(c2)nc(CCNC(=O)c2ccco2)n3C)cc1 | -16 | -7 | 0 | -15 | 4 | -1.2 | 5 | -1.1 | 2.2 | -0.9 | -6
COc1ccc(C)c2sc(NC(=O)C3CC3)nc12 | 13 | 2 | 1 | -7 | 9 | -0.6 | 6 | 0.8 | 5.0 | -1.0 | -8
CCc1nnc(NS(=O)(=O)c2ccc(NC(=O)/C=C/c3ccccc3Cl)cc2)s1 | 7 | -37 | -8 | 3 | 4 | 2.4 | 3 | 5.4 | 1.1 | -0.5 | 7
CCOC(=O)C1CCCN(C(=O)c2cccc3ccccc23)C1 (stereo unspecified) | 39 | 12 | -10 | -4 | 0 | -0.8 | 4 | 2.2 | -0.2 | -0.7 | 3
Cc1nnc(N/N=C\c2ccc(-c3cccc(C(=O)O)c3)o2)n1N | 15 | 18 | -5 | -13 | -9 | 1.2 | -18 | 6.3 | 1.9 | 3.5 | -13

Laid out differently: two of the compounds above.
smiles: COc1cc(NC(=O)c2cc3ccccc3cc2O)c(OC)cc1Cl
  SUMO Mot1 rescue: 7
  PfHsp90 yeast 2: -6
  PKA-R2B activ: -9
  PKA-R1A act: -1
  HTR5A inv ctr: -7
  Ecoli viability: 2.2
  OPRM1-OPRD1 inv: -10
  AddAB inh: 0.4
  phage Ecoli inh: 1.8
  OPRM1-OPRD1 ag: 2.2
  Tat transport: -1
smiles: CNc1ccc(Oc2c(F)c(F)nc(F)c2F)cc1
  SUMO Mot1 rescue: 100
  PfHsp90 yeast 2: -34
  PKA-R2B activ: -4
  PKA-R1A act: 0
  HTR5A inv ctr: 3
  Ecoli viability: 1.2
  OPRM1-OPRD1 inv: 3
  AddAB inh: -0.7
  phage Ecoli inh: 3.8
  OPRM1-OPRD1 ag: -0.6
  Tat transport: 2

Next section:
SMILES | SUMO Mot1 rescue | PfHsp90 yeast 2 | PKA-R2B activ | PKA-R1A act | HTR5A inv ctr | Ecoli viability | OPRM1-OPRD1 inv | AddAB inh | phage Ecoli inh | OPRM1-OPRD1 ag | Tat transport
Cc1cc(C)c2c(-n3cccc3)n[nH]c2n1 | 3 | -7 | 12 | -5 | -8 | -0.8 | 9 | 2.3 | 2.1 | -2.3 | -1
O=C1C=C(c2cccc(Cl)c2O)C[C@@H](c2ccc(Cl)cc2)C1 | 10 | -3 | 4 | 6 | -15 | 1.1 | 0 | 1.8 | 4.2 | 0.1 | -3
COCCN1CCN(C(=O)C2CCC(=O)N(CCCc3ccccc3)C2)CC1 (stereo unspecified) | 9 | -12 | 1 | -1 | 11 | -1.9 | 10 | -0.1 | 3.4 | -1.9 | 8
O=S(=O)(Nc1cccc(-n2cnnn2)c1)c1ccccc1F | 14 | -1 | 1 | 2 | 8 | -0.9 | 17 | 2.6 | -1.5 | -3.4 | -10
O=C(Cn1c(NCCCO)nc2ccccc21)c1ccc(F)cc1 | 1 | 6 | 5 | 2 | 11 | 0.6 | 23 | 3.5 | 1.5 | -5.0 | 6
CC(Oc1cccc(Cl)c1)C(=O)Nc1ccc(S(=O)(=O)NC2=NCCCCC2)cc1 (stereo unspecified) | 3 | -21 | -5 | -5 | -34 | -0.6 | -2 | 0.2 | -1.2 | 0.3 | 18
O=C(CCCCn1c(=O)[nH]c2ccsc2c1=O)NCC1CCCO1 (stereo unspecified) | -9 | -6 | 7 | 7 | 4 | 0.8 | 22 | 0.7 | -1.4 | -3.5 | -7
CCCn1nc(Oc2nc(N(C)C)nc(N(C)C)n2)ccc1=O | -14 | 2 | 1 | -2 | 2 | 0.5 | 4 | -0.5 | 4.2 | -0.8 | -8
Cc1noc(C)c1C(=O)NC(C)C1CCCO1 (stereo unspecified) | -1 | 21 | 0 | -7 | -54 | -0.2 | 14 | 2.1 | 1.9 | -2.6 | -6
CN(c1ccc(C(=O)N2CCOCC2)cc1)S(=O)(=O)c1ccc(Cl)cc1 | 18 | . | -3 | 5 | -15 | -1.8 | 19 | 5.2 | -0.2 | -3.7 | 0
CCOC(=O)C1=C(CSc2nc(-c3ccncc3)ccc2C#N)OC(N)=C(C#N)C1c1cccnc1 (stereo unspecified) | -1 | -34 | 2 | 0 | -12 | -4.6 | 2 | 0.0 | 3.8 | -0.4 | -11
Cc1onc(-c2ccccc2Cl)c1C(=O)Nc1cc(=O)n(C)c(=O)n1C | 37 | -16 | 8 | 11 | -13 | -1.3 | 19 | 0.2 | -0.7 | -4.2 | -9
CC(=O)Nc1ccc(/C=N/NC(=O)CCN2CCN(c3ccccc3)CC2)cc1 | 0 | 32 | 1 | 1 | 28 | -0.8 | 0 | -1.3 | -0.7 | 0.0 | 9
CCN(C(=O)c1cn(C)c(=O)c2cc(OC)c(OC)cc12)c1ccccc1C | 16 | -14 | -7 | -4 | -5 | -0.2 | 13 | 1.8 | 3.5 | -2.3 | -8
CCOc1ccc(CNC(c2ccccc2)c2ccccc2)cc1 | -12 | -18 | 3 | -2 | -6 | 0.1 | -15 | 0.7 | 0.6 | 3.3 | -3
CNC(=O)n1ccc(C(=O)N2CCCCC2)n1 | 16 | 6 | -7 | -3 | -11 | 1.1 | 8 | 0.0 | 2.4 | -1.4 | 8
CC(C)C[C@H]1CN=C(N(C)C)N1CC(C)C | -6 | -21 | 4 | 1 | -6 | 1.4 | 9 | 5.1 | 1.1 | -1.6 | 0
CCCN(CC(=O)Nc1ccccc1C)C(=O)CCl | 28 | -7 | 12 | -9 | -5 | -1.4 | 9 | -1.4 | -1.0 | -1.9 | 1
CCOc1ccc(-c2ccc(/C=C3/C(=N)N4C(C)=CSC4=NC3=O)o2)c([N+](=O)[O-])c1 | -11 | -3 | -17 | 1 | 5 | -0.2 | 1 | 0.6 | 1.2 | -0.2 | -9
CC(SCC(=O)NC12CC3CC(CC(C3)C1)C2)C(=O)O (stereo unspecified) | 3 | -5 | -9 | -2 | -40 | 0.5 | 13 | -1.5 | 0.9 | -2.4 | -4
COc1ccc(Cn2nnnc2CN(Cc2cc3cccc(C)c3[nH]c2=O)C2CCCC2)cc1 | -16 | -4 | 3 | -7 | 4 | -0.3 | -1 | 0.2 | 2.3 | 0.2 | -5
O=C(Cn1cnc2c(cnn2-c2ccccc2)c1=O)NC1CCCC1 | -5 | 7 | -9 | -5 | -15 | -1.6 | 7 | 0.9 | 1.6 | -1.3 | -3
CC1CC(C)CN(S(=O)(=O)c2ccc(C(=O)NNC(=O)c3ccccc3F)cc2)C1 (stereo unspecified) | 11 | 22 | -15 | -12 | -8 | 2.4 | 17 | -0.2 | -1.0 | -4.3 | 0
CCOc1ccc(NC(C)c2cc(Cl)ccc2O)cc1 (stereo unspecified) | 3 | 9 | -6 | -12 | -29 | -0.4 | -16 | 4.9 | -2.0 | 3.8 | 4
CCOC(=O)c1[nH]c2ccc(OC)cc2c1NC(=O)CCN1CCN(Cc2ccccc2)CC1 | 2 | 0 | -14 | -2 | -12 | -1.4 | 14 | -3.2 | 0.0 | -2.4 | -3
O=C(c1ccc(=O)[nH]c1)N(Cc1ccco1)C1(C(=O)NC2CCCC2)CCCCC1 | 255 | -11 | -6 | -3 | 7 | -0.8 | 15 | 1.1 | 4.4 | -2.6 | -2
COC(=O)c1sc(NC(=O)/C=C/c2ccc(C)cc2)nc1C | 2 | 8 | 8 | -8 | 6 | 3.6 | 4 | 2.9 | 3.6 | -0.7 | 3
CCOc1cc(C2NC(=S)NC(C)=C2C(=O)Nc2ccccc2)ccc1O (stereo unspecified) | -23 | 0 | 3 | 9 | -19 | -0.3 | 0 | -1.6 | 1.1 | 0.1 | 2

Complete entries, looked up by structure. Screens in order: SUMO Mot1 rescue | PfHsp90 yeast 2 | PKA-R2B activ | PKA-R1A act | HTR5A inv ctr | Ecoli viability | OPRM1-OPRD1 inv | AddAB inh | phage Ecoli inh | OPRM1-OPRD1 ag | Tat transport
Listed for O=C(COC(=O)/C=C/c1ccc([N+](=O)[O-])cc1)Nc1ccc(F)cc1 → 8 | -24 | -9 | -9 | -10 | -0.2 | -13 | 1.3 | 2.0 | 2.9 | -11
Listed for Cc1ccc(C(=O)Nc2ccc3c(c2)nc(CCNC(=O)c2ccco2)n3C)cc1 → -16 | -7 | 0 | -15 | 4 | -1.2 | 5 | -1.1 | 2.2 | -0.9 | -6

Screens: PubChem BioAssay, several laboratories
